ANO1 block: blocks the mouse calcium-activated chloride channel TMEM16A; HEK293 TMEM16A/YFP iodide influx fluorescence, ionomycin; normalized B-score (activity score, 25-100; higher = stronger inhibition) at 10 µM; 310,000 tested, 1.2% active; AID 588511;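 active = ratio plate-corrected score three or more library SD toward inhibition, starting fluorescence score within five deviations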;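 note: score derived from kinetic fluorescence span divided by baseline fluorescence per well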
HDAC3 inhib: blocks human histone deacetylase 3. 320,000 tested, 0.15% active. recombinant HDAC3, fluorogenic peptide/trypsin coupled, fluorescence. inhibition, % at 8.3 µM. AID 2718; in the data active = inhibition above about 26%, passing the limit was not always enough; inconclusive = no clear call, values can overlap the other calls
Target sequence (O15379 whole entry, looked up): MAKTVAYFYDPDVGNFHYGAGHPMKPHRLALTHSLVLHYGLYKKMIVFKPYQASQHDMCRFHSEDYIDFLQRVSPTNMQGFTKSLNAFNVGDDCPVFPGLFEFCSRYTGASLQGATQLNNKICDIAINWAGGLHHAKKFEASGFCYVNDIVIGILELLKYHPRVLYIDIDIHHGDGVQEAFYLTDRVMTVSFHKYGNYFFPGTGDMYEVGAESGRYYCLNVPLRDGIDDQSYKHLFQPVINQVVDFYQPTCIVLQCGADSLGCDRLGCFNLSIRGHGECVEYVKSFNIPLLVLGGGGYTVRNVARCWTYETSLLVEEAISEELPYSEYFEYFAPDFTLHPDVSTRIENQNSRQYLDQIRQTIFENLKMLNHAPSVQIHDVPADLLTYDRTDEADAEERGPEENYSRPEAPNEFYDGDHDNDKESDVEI
hERG rescue: compounds protecting human hERG from proarrhythmic drug block | Q12809 | CHO-hERG, FluxOR thallium flux, dofetilide IC70 present | activation (rescue from dofetilide block), less the hit threshold, % at 10 µM | 310,000 tested, 0.51% active | AID 1511;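 active = activation above the mean of controls blocked by dofetilide plus 5 SD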;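 note: thallium influx through hERG after potassium depolarization seen as dye fluorescence rise; in these data hits start at about 4.7%; inactives centre near -7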
KCNK9 inh: human KCNK9 channel inhibition | HEK293 KCNK9, FluxOR thallium flux fluorescence; active compounds read low | B-score at 10 µM | 310,000 tested, 1.2% active;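 active = ratio B-score over 3 SD below the library mean, with starting fluorescence within 5 SD of its mean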;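 note: negative B-score means less thallium flux so channel inhibition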
KCNQ1 pot: potentiates or activates the human KCNQ1 potassium channel | P51787 | CHO-K1 KCNQ1, thallium flux FluxOR fluorescence; active compounds read high | B-score at 10 µM | 310,000 tested, 0.35% active | AID 2648;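 active = fluorescence ratio B-score, a plate-corrected score, at least three library SD, with initial intensity B-score within 5 SD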
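System: Stable KCNQ1 CHO-K1 line | Incubation: 90 min dye loading and 20 min compound exposure, both at room temperature | Measure: Ratio B score | Medium: Assay buffer for compound exposure, DMSO matched across wells | Compound dosing: Single-concentration screen | Probe or stimulus: K+/Tl+ depolarizing stimulus | Measured by: Kinetic FluxOR fluorescence, 10 s baseline plus 110 s post-stimulus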
RGS4 pot: RGS4 potentiation or activation | HEK293 M3R/inducible RGS4, carbachol calcium flux Fluo4; active compounds read low | 310,000 tested, 0.92% active | B-score at 10 µM;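 active = B-score of the integrated calcium signal more than 4 SD below the library mean, with starting fluorescence not abnormally high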;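 note: negative B-score means reduced calcium response which marks RGS4 activation or potentiation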
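Assay system: HEK293 FlpIn-TREx cells, stable M3R, doxycycline-inducible RGS4 / Probe or stimulus: carbachol, ECmax concentration / Times: overnight RGS4 induction, 30 min dye load 37 °C, 20 min compound RT / Signal: kinetic calcium fluorescence imaging with Fluo4-AM dye, 2 µM / Measure: Agonist-evoked peak-minus-minimum fluorescence over baseline, integrated ratio, B score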
TMEM16A act: activators or potentiators of mouse TMEM16A chloride channel; 340,000 tested, 0.3% active; B-score at 10 µM; HEK293 TMEM16A/YFP-H148Q/I152L, iodide quench fluorescence; active compounds read low; Q8BHY3;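 active = fluorescence-ratio B-score plate-corrected deviation score at least 3 library SD below zero, with starting fluorescence score within 5 deviations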;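 note: channel opened by trigger with iodide after compound preincubation; score built on the fluorescence ratio of max minus min over baseline; more negative score means more quench and so TMEM16A activation or potentiation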
SKKanGAS inh: blocks kanamycin growth of S. pyogenes SKKanGAS strain; 300,000 tested, 1.3% active; inhibition, % at 7.5 µM; BacTiter-Glo, 6 h; AID 1662;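 active = mean replicate score, as percent of positive control median, at least 50; inconclusive = mean below 50 but one replicate at or above 50; inactive = mean and every replicate below 50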;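 note: strain carries kanamycin resistance gene driven by streptokinase promoter and grows in 40 µg/ml kanamycin; loss of luminescence reflects streptokinase promoter inhibition or plain growth inhibition; 0% = median of DMSO wells and 100% = positive control at its reference dose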
KCNK3 inh: human KCNK3 channel inhibition, primary screen; O14649; CHO-KCNK3 thallium flux, FluxOR fluorescence; active compounds read low; B-score at 10 µM; 340,000 tested, 0.84% active; AID 602410;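 active = B-score under library mean minus 4 SD, starting fluorescence ratio at most library mean plus 5 SD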;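 note: more negative B-score means stronger inhibition of thallium flux through KCNK3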
Target sequence (O14649 whole entry, looked up): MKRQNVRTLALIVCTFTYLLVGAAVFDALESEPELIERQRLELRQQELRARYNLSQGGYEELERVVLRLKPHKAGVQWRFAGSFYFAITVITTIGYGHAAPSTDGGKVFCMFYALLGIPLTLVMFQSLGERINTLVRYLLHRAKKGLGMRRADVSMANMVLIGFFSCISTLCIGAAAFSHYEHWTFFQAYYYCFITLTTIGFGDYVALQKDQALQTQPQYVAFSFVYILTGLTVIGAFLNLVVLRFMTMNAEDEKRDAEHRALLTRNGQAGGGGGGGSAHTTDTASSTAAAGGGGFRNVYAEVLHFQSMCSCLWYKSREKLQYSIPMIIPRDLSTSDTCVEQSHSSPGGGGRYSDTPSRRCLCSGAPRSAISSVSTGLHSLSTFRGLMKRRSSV
RGS4 inh: inhibitors of human RGS4. P49798. HEK293 M3R/RGS4 inducible, Fluo-4 calcium flux; active compounds read high; triggered by carbachol at its EC20. B-score at 10 µM. 310,000 tested, 0.45% active;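 active = B-score, a plate-corrected calcium signal, over three deviations above library mean, with baseline fluorescence within five deviations of library mean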;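 note: RGS4 expression induced by doxycycline in cells with stable M3 receptor; B-score is computed from the integrated fluorescence ratio over baseline after carbachol; higher B-score means a larger calcium signal and so more RGS4 inhibition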
Target sequence (P49798 whole entry, looked up): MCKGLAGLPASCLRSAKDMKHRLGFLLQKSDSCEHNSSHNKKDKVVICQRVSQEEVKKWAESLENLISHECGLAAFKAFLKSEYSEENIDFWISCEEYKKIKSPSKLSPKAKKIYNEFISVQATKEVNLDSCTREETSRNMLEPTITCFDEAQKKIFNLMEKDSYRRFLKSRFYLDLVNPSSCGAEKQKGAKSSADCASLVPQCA
KCNQ1 block: human KCNQ1 channel inhibition. AID 2642. CHO-K1 KCNQ1, FluxOR thallium flux fluorescence; active compounds read high. 310,000 tested, 1.3% active. B-score at 10 µM;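 active = compounds whose thallium flux B-score, printed positive for inhibition, exceeds three library SD while starting fluorescence stays within three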;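 note: channel opened by potassium depolarization with thallium stimulus after 20 min compound exposure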
* marks the source's active call; other numbers are inactive results; i = inactive; ? = inconclusive; nt = not tested or not shown.

SMILES	ANO1 block	HDAC3 inhib	hERG rescue	KCNK9 inh	KCNQ1 pot	RGS4 pot	TMEM16A act	SKKanGAS inh	KCNK3 inh	RGS4 inh	KCNQ1 block
Oc1cccc2c3c(oc12)CCCC3	i	-4	-6	i	i	i	i	-5	i	i	i
O=C(CSc1ccc2nnc(-c3ccccc3)n2n1)NCC1CCCO1 (stereo not given)	i	-9	-3	i	i	i	i	-5	i	i	i
CC(=O)c1cccc(OCC(=O)c2cc(C)n(-c3cc(C)on3)c2C)c1	i	13	-6	i	i	i	i	-3	i	i	i
O=C1c2ccccc2NC(c2ccccc2)N1Cc1ccco1 (stereo not given)	i	-10	-9	i	i	i	i	6	i	i	i
COc1ccccc1-n1c(=O)c(C#N)c(-c2ccc([N+](=O)[O-])cc2)c2cc(C(=O)c3ccccc3O)cnc21	i	-9	-14	i	i	i	i	4	i	i	i
O=C(O)c1cc(Br)ccc1NS(=O)(=O)c1cccc2nsnc12	i	-1	-10	i	i	i	i	4	i	i	i
COc1ccc(NC(=S)N2CCC(NC(=O)c3ccccc3C)CC2)cc1	i	2	-8	i	i	i	i	3	i	i	i
c1csc(COc2ccccc2CNC2CCCCC2)c1	i	-3	-6	i	i	i	i	5	i	i	i
O=C(NCCc1ccc(Cl)cc1)c1cnc2n(c1=O)CCS2	i	6	-5	i	i	i	i	-5	i	i	i
CCOC(=O)c1[nH]c2ccc(Br)cc2c1NC(=O)CCN1CCC(C)CC1	i	-2	-8	i	i	i	i	-8	i	i	i
Oc1cccc(C(Nc2nccs2)c2ccc3cccnc3c2O)c1 (stereo not given)	i	2	-17	i	i	-7*	i	27	i	i	i
CC(C)(C)N(Cc1ccccc1)C(=O)COc1cccnc1[N+](=O)[O-]	i	2	-9	i	i	i	i	52*	i	i	i
Cc1nn2c(-n3ccnc3)c3c(nc2c1-c1ccccc1)CCC3	i	-16	-14	i	i	i	i	1	i	i	i
CSc1ccc(C#N)cc1NC(=O)c1ccccc1C	i	-3	-7	i	i	i	i	-2	i	i	i
COc1cc(CCC(=O)N2CCN(c3ccc([N+](=O)[O-])cc3)CC2)cc(OC)c1OC	i	9	-6	i	i	i	i	-2	i	i	i
CC(=O)c1ccc(NC(=S)N2c3ccccc3CC2C)cc1 (stereo not given)	i	8	-12	i	i	i	i	4	i	i	i
COc1ccc(NC(=O)CNS(=O)(=O)c2cccc3nonc23)c(OC)c1	i	-2	-12	i	i	i	i	0	i	i	i
Cc1ccc(C)c(N2CCN(c3cnn(-c4nc5ccccc5s4)c(=O)c3Cl)CC2)c1	i	-7	-9	i	i	i	i	15	i	i	i
CCC(C)Sc1nc2c(c(=O)[nH]c(=O)n2C)n1Cc1ccccc1Cl (stereo not given)	i	5	-9	i	i	i	i	-3	i	i	i
CN(C)C(CNC(=O)c1ccc2ccccc2n1)c1ccccc1 (stereo not given)	i	-5	-6	i	i	i	i	-2	i	i	i

Retrieved by compound from the list above:
SMILES	ANO1 block	HDAC3 inhib	hERG rescue	KCNK9 inh	KCNQ1 pot	RGS4 pot	TMEM16A act	SKKanGAS inh	KCNK3 inh	RGS4 inh	KCNQ1 block
COc1cc(CCC(=O)N2CCN(c3ccc([N+](=O)[O-])cc3)CC2)cc(OC)c1OC	i	9	-6	i	i	i	i	-2	i	i	i
CC(=O)c1cccc(OCC(=O)c2cc(C)n(-c3cc(C)on3)c2C)c1	i	13	-6	i	i	i	i	-3	i	i	i
Cc1nn2c(-n3ccnc3)c3c(nc2c1-c1ccccc1)CCC3	i	-16	-14	i	i	i	i	1	i	i	i

Next part:
SMILES	ANO1 block	HDAC3 inhib	hERG rescue	KCNK9 inh	KCNQ1 pot	RGS4 pot	TMEM16A act	SKKanGAS inh	KCNK3 inh	RGS4 inh	KCNQ1 block
COCCn1nnnc1C(c1ccc(C)cc1)N1CCN(Cc2ccc3c(c2)OCO3)CC1 (stereo not given)	nt	nt	-4	i	i	i	i	2	i	i	i
O=C(Nc1nc(SCc2ccc(F)cc2)ns1)c1ccco1	i	0	-2	i	i	i	i	11	i	8.2*	i
CCOC(=O)C(=O)Nc1nccs1	i	-1	2	i	i	i	i	8	i	i	i
O=C(COC(=O)C1CC(O)CN1S(=O)(=O)c1ccc(Cl)cc1)c1ccccc1Cl (stereo not given)	i	-1	-3	i	i	i	i	9	i	i	i
O=C(c1cccc(S(=O)(=O)N2CCCCC2)c1)N(CCc1ccccc1)Cc1ccccc1	i	13	-16	-16*	i	i	i	5	i	i	6*
O=S(=O)(c1cccc(NC(=S)N2CCN(c3cccc(Cl)c3)CC2)c1)C(F)F	i	6	-10	i	i	i	i	-4	i	i	i
CC1(C)NC(=O)N(CC(=O)OCc2cc(=O)n3cc(Br)ccc3n2)C1=O	i	-2	-12	i	i	i	i	-2	i	i	i
CC1CC(=O)NN=C1c1ccc(NCCO)c([N+](=O)[O-])c1 (stereo not given)	i	2	-5	i	i	i	i	-1	i	i	i
CCCC1=C(C(=O)OCC)C(c2sccc2C)n2ncnc2N1 (stereo not given)	i	6	-10	i	i	i	i	18	i	i	i
O=C(Nc1ccc(S(=O)(=O)NCc2ccco2)cc1)c1ccc(F)cc1	i	3	-7	i	i	i	i	-9	i	i	i
CCCCC(=O)Nc1ccccc1N1CCN(c2ccc(F)cc2)CC1	i	7	-7	-13*	i	i	i	15	-9.1*	i	i
C/C(=N\N(c1ccccc1)c1ccccc1)c1ccco1	i	3	-12	i	i	i	i	10	i	i	i
O=C(NCc1ccco1)c1ccc(CS(=O)(=O)c2cccc(C(F)(F)F)c2)o1	i	2	-13	i	i	i	i	1	i	i	i
O=[N+]([O-])c1ccc(Nc2nc(N3CCOCC3)nc(N3CCOCC3)n2)cc1	i	0	-3	i	i	i	i	3	i	i	i
O=[N+]([O-])c1ccn(-c2nc(-c3cccs3)cc(C(F)(F)F)n2)n1	i	4	-4	i	i	i	i	-5	i	i	i
CCC(C(=O)NC1CCCC1)N(C(=O)Cn1nnc(-c2ccc(C)o2)n1)C(C)(C)C (stereo not given)	i	14	-9	i	i	i	nt	-9	i	i	i
COc1ccc(C(=O)Nn2c(SCc3ccc([N+](=O)[O-])cc3)nc3ccccc3c2=O)cc1	i	-14	-7	-11*	i	i	i	8	i	i	i
CCN(CC)C(=O)CC(c1ccc(N(C)C)cc1)c1c(OC)cc(OC)c2c(-c3ccccc3)cc(=O)oc12 (stereo not given)	i	18	-12	i	i	i	i	17	i	i	i
CCOc1ccccc1N(CC(=O)NC1CCCC1)C(=O)CCC(=O)Nc1cc(C)on1	i	2	-8	i	i	i	i	7	i	i	i
CCOC(=O)c1c(NC(=O)Nc2ccc(Cl)cc2)sc(C)c1C	i	0	-10	i	i	i	i	1	i	i	i
CC(NC(=O)c1ccc(Br)cc1)C(=O)NC1=NCCS1 (stereo not given)	i	11	0	i	i	i	i	2	i	i	i
CCc1c(C)nc2c(OC)cccc2c1Cl	i	0	-19	i	i	i	i	12	i	i	i
Cc1cccc(NC(=O)CCN2C(=O)C3C4C=CC(C4)C3C2=O)n1 (stereo not given)	i	-4	-10	i	i	i	i	3	i	i	i
CCCOC(=O)c1ccc(OCC(O)Cn2c(C)nc3ccccc32)cc1 (stereo not given)	nt	nt	-5	i	i	i	i	6	i	i	i
CCOC(=O)Cn1c(C)c(Br)c(=O)c2cccc(C)c21	i	8	-2	i	i	i	i	5	i	i	i
COc1ccc(CN2CCNC(=O)C2CC(=O)N(C)Cc2nccs2)cc1OC (stereo not given)	i	2	-4	i	i	i	i	5	i	i	i
O=C(NC12CC3CC(CC(C3)C1)C2)N1CCN(c2ccccn2)CC1	i	-6	-6	i	i	i	i	10	i	i	i
CC1CN(c2nc3ccccc3nc2C(C#N)C(=O)NCc2ccc3c(c2)OCO3)CC(C)O1 (stereo not given)	i	1	-19	i	23*	i	i	2	i	i	i
COC(=O)Nc1ccc(C)c(NC(=O)OC)c1	i	?	-6	i	i	i	i	6	i	i	i
COc1ccccc1NC(=O)CSc1nnc(CC(=O)Nc2ccccc2C)n1C	i	-3	-4	i	i	i	i	-3	i	i	i
CCCCC(=O)N(c1ccc(OC)cc1)C1C=CS(=O)(=O)C1 (stereo not given)	i	4	-3	i	i	i	i	-2	i	i	i
COc1cc(S(=O)(=O)N2CCOCC2)ccc1NC(=O)c1cc2c(s1)CCC2	i	6	-8	i	i	i	i	-10	i	i	i
NNC(=O)[C@H](Cc1ccccc1)NC(=O)Nc1ccc2c(c1)OCCO2	i	-1	-11	i	i	i	i	7	i	i	i
Cc1cc(Cl)cc(Br)c1OCCCCn1cncn1	i	-6	1	i	i	i	i	-3	i	i	i
Cc1[nH]c(=O)[nH]c(=O)c1S(=O)(=O)N1CCOCC1	i	5	-6	i	i	i	i	-5	i	i	i
CC1CCCC(NC(=O)CSc2nccn2C)C1C (stereo not given)	i	3	-1	i	i	i	i	-7	i	i	i
CCOC(=O)CSc1nnc(CNC(=O)c2cccs2)n1CCc1ccccc1	i	5	-10	i	i	i	i	-2	i	i	i
N#CC(=C1CCCC1)c1nc(-c2ccccc2O)cs1	i	1	-6	i	i	i	i	6	i	i	i
CCOc1ccc(C(=O)NC(=S)Nc2ccc(N3CCCCC3)cc2)cc1[N+](=O)[O-]	i	nt	-8	i	i	i	i	12	i	i	i
C/C(=N\NC(=O)c1cccc(Br)c1)c1ccc(Br)cc1	i	3	-10	i	i	i	i	-10	i	i	i
COc1ccc(CCNc2ccc(C(=O)O)cc2[N+](=O)[O-])cc1OC	i	4	-13	i	i	i	i	15	i	i	i
CC(=O)Nc1ccc(NC(=O)c2ccc(Cl)nc2)cc1	i	-3	-5	i	i	i	i	-5	i	i	i
O=C(NCCc1ccncc1)Nc1cccc(Cl)c1	i	-1	-6	i	i	i	i	3	i	i	i
Cc1cc(Cl)c2c(c1)[C@]1(C(=O)N2)[C@@H]2C(=O)N(Cc3ccccc3)C(=O)[C@@H]2[C@@H]2CCCN21	i	1	-12	i	i	i	i	4	i	i	i
O=S(=O)(NCc1ccccc1)NCc1ccccc1F	i	2	-6	i	i	i	i	3	i	i	i

No enrichment for hits. About 6.3% of those tested had a hit in this group.
